HCV inh: inhibitors of hepatitis C virus infection; Potency, µM (doses to about 41.8 µM), for inactives: at the highest dose activity change, negative = inhibition, hits mostly inhibitors; Huh7.5.1 HCVcc-Cre infection, luciferase reporter, 44 h; 340,000 compounds, 3.4% hits; further: potency means the concentration at half of the fitted maximal effect
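Whole-lifecycle infectious HCVcc-Cre system; cells 1,000/well, compound then virus (~0.5 moi) added 4 h after plating, 44 h culture. Luciferase read 15 sec following 15 min substrate incubation, room temp.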
Giardia FBPA inh: Giardia lamblia aldolase inhibition | AID 2451 | purified Giardia FBPA | 290,000 compounds, 0.71% hits | Potency, µM (titrated, usually from 59.6 µM), without a hit: at the highest dose activity, negative = inhibition, hits mostly inhibitors | A8B2U2; further: potency means the concentration at half of the fitted maximal effect; nearly all actives have a fitted effect of over 55% in size
Target sequence (A8B2U2 whole entry, looked up): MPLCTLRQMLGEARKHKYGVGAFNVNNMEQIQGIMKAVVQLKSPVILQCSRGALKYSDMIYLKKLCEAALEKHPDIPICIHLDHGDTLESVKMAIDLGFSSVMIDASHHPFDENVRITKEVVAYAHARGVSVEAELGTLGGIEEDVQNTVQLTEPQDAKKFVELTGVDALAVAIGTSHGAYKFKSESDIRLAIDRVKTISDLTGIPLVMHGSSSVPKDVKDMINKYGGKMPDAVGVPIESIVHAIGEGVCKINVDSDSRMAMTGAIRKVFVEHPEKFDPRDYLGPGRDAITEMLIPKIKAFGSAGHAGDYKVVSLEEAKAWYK
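Giardia FBPA (40 nM reagent) was preincubated 10 min at RT with compound (up to 57.5 uM final), then substrate plus GAPDH/TPI/NAD/arsenate coupling system with diaphorase/resazurin was added; resorufin fluorescence (525/598 nm) was read after 20 min.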
AmpC no deterg: AmpC beta-lactamase inhibition without detergent. P00811. AmpC nitrocefin hydrolysis, absorbance 480 nm, 0.0001% Triton. Potency, µM (titrated, usually from 57.1 µM), for the others: at the highest dose activity change, negative = inhibition, actives largely listed as inhibitors. 330,000 compounds, 0.52% hits. AID 485341;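 further: potency means the concentration at half of the fitted maximal effect; plate controls were no compound for no effect and no enzyme for full effect; nearly all actives have a fitted effect of over 20% in size; some results filed as inactive show a strong effect at the top dose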
Target sequence (P00811 whole entry, looked up): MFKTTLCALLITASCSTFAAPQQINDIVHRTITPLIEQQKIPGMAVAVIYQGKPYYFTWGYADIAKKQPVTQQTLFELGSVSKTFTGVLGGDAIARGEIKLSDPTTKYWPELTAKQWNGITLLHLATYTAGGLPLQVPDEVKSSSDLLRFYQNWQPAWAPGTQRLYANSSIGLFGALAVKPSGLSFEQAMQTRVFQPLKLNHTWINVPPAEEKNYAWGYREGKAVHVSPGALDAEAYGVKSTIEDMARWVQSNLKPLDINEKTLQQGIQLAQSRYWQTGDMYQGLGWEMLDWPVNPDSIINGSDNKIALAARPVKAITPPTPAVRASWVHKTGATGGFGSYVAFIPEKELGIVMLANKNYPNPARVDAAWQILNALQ
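20 mM phosphate pH 7.0 + 0.01% (detergent screen) or 0.0001% Triton X-100; 5.3 nM AmpC reagent; cpd preinc 15 min RT; nitrocefin (800 uM stock) to start; A480 q20 s × 4 min; Activity was normalised to no-enzyme and no-compound control wells.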
AmpC detergent: inhibitors of E. coli AmpC beta-lactamase with detergent | AmpC hydrolysis of nitrocefin, absorbance 480 nm, 0.01% Triton | Potency, µM (series often up to 114 µM), for inactives: at the top dose activity change, negative = inhibition, most hits filed as inhibitors | 370,000 compounds, 0.041% hits | AID 485294;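 further: potency means the concentration at half of the fitted maximal effect; 0% = no-compound wells and -100% = no-enzyme wells; nearly all actives have a fitted effect of over 25% in size; some results filed as inactive show a strong effect at the top dose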
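20 mM phosphate pH 7.0 + 0.01% (detergent screen) or 0.0001% Triton X-100; 5.3 nM AmpC reagent; cpd preinc 15 min RT; nitrocefin (800 uM stock) to start; A480 q20 s × 4 min; Activity was normalised to no-enzyme and no-compound control wells.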
Sm TGR inh: blocks Schistosoma mansoni thioredoxin glutathione reductase | Q962Y6 | purified TGR, DTNB reduction, TNB absorbance 405 nm | Potency, µM (series often up to 114 µM), for the others: top-dose activity change, negative = inhibition, most hits filed as inhibitors | 360,000 compounds, 3% hits | AID 485364; further: potency means the concentration at half of the fitted maximal effect; nearly all actives have a fitted effect of over 60% in size
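Kinetic colorimetric format: TGR-catalysed, NADPH-driven DTNB reduction monitored via TNB absorbance. Enzyme dispensed at 20 nM; compound exposure 15 min at room temperature before reaction start.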
HCMV inh: human cytomegalovirus inhibition | 410,000 compounds, 4.5% hits | activity change, negative = inhibition, % at 57.5 µM | HFF cells, HCMV-luciferase reporter, 72 h; hits give low values; in the data active means activity change below about -60%; inconclusive means no clear call, values can overlap the other calls; inactive means above about -39%
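Steps: HFFs plated, 16 h 37C; compounds added; HCMV-luciferase added to MOI 1 PFU/cell; 72 h 37C; OneGlo reagent, 5 min room temperature; luminescence read, normalized to controls.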
Active calls of the source: *; ? = inconclusive; . = not tested or not shown; & = joins results of further samples; [ ] = dose if it differs, or a comment. Unless noted, the call rests on the fitted dose curve; in most records, active means well fitted curve in the direction sought with a large enough effect; inconclusive means small, poorly fitted or top-dose-only effect, or another doubt; inactive means no such curve, though single readings can be large; an effect the other way counts as inactive or inconclusive. Unless noted, on the % scale 0 is the no-effect control and ±100 the full control effect. Random draw from the library. About 9.9% of those tested had a hit in this group.

No.	SMILES	Giardia FBPA inh	HCMV inh	AmpC detergent	Sm TGR inh	AmpC no deterg	HCV inh
1	CCN(c1ccccc1)S(=O)(=O)c1ccc(OC)c(NC(=O)CNC)c1	?	-24	-14%	1%	-1%	?
2	N[C@@H](Cn1oc(=O)[nH]c1=O)C(=O)O	-2%&7%	-13	.	.	.	17%
3	COc1ccc(NC(=O)[C@@H](NC(=O)N2C[C@H]3C[C@@H](C2)c2cccc(=O)n2C3)C(C)C)cc1	-1%	-15	?	3%	-1%	-8%
4	CC(C)[C@H](NC(=O)N1CCn2c1nc1ccccc12)C(=O)N[C@@H](C(=O)O)c1ccccc1	4%	14	?	-2%	-8%	-5%
5	COC(=O)C1=C(C)N(C(C)C)C(=O)C1(NC(C)=O)C(F)(F)F (stereo unspecified)	1%	25	?	-20%	-11%	.
6	NC1=NC(=O)/C(=C/c2c(OS(=O)(=O)c3ccc(Cl)cc3)ccc3ccccc23)S1	2%	-21	-11%	-10%	-26%	?
7	CC(=O)c1ccc(N2CCN(C(=O)C3CCN(C(=O)Nc4ccccc4)CC3)CC2)cc1	.	25	-1%	-18%	-4%	-20%
8	O=C(NC(=S)Nc1ccc2c(c1)OCCO2)c1ccccc1	-17%	70	-4%	8.9µM*	-27%	-23%
9	COc1cc(NC(=O)c2ccc(Cl)cc2)c(Cl)cc1NC(=O)c1cccnc1	1%	-31	-1%	7%	-2%	-14%
10	Cn1cc(SCC(=O)NC2CCCC2)c2ccccc21	6%	-18	-3%	-21%	7%	13%
11	O=C(Nc1ccc(N2CCN(C(=O)c3cccs3)CC2)cc1)c1ccco1	1%	28	-9%	-2%	-15%	8%
12	C=CCSc1nc(-c2ccc(OC)cc2)c(C#N)c(=O)n1CC=C	9%	?	-9%	36%	-16%	?
13	COc1ccccc1NC(=O)c1cc2c(-c3ccccc3)nn(-c3ccccc3)c2s1	.	-61*	19%	0%	.	.
14	Cn1c(Cc2ccccc2)nnc1SCC(=O)NC1CCCC1	.	-23	0%	-1%	3%	-4%
15	O=C(Oc1ccccc1)c1cccc2cccnc12	9%	-6	-13%	-10%	-5%	?
16	CCn1c(SCC(=O)c2ccccc2)nc2c(c1=O)SC(C)C2 (stereo unspecified)	14%	-21	3%	-7%	2%	?
17	N#Cc1ccc(C(=O)OCC(=O)Nc2ccc(N3CCOCC3)cc2)cc1	-5%	-36	-10%	3%	-17%	-8%
18	COc1cccc2[nH]c(C(=O)NCCCN3CCCC3=O)cc12	.	0	4%	-2%	-1%	14%
19	CN(C)CCCN(C(=O)c1ccc2c(c1)CCCC2)c1nc2cc3c(cc2s1)OCO3	-22%	?	-7%	1%	121%[activator]	?
20	O=C(CN1C(=O)NC2(CCCc3ccccc32)C1=O)N1CCCCC1 (stereo unspecified)	.	76	-14%	3%	-3%	5%

Continued, starting with the last seven of the part before.
No.	SMILES	Giardia FBPA inh	HCMV inh	AmpC detergent	Sm TGR inh	AmpC no deterg	HCV inh
14	Cn1c(Cc2ccccc2)nnc1SCC(=O)NC1CCCC1	.	-23	0%	-1%	3%	-4%
15	O=C(Oc1ccccc1)c1cccc2cccnc12	9%	-6	-13%	-10%	-5%	?
16	CCn1c(SCC(=O)c2ccccc2)nc2c(c1=O)SC(C)C2 (stereo unspecified)	14%	-21	3%	-7%	2%	?
17	N#Cc1ccc(C(=O)OCC(=O)Nc2ccc(N3CCOCC3)cc2)cc1	-5%	-36	-10%	3%	-17%	-8%
18	COc1cccc2[nH]c(C(=O)NCCCN3CCCC3=O)cc12	.	0	4%	-2%	-1%	14%
19	CN(C)CCCN(C(=O)c1ccc2c(c1)CCCC2)c1nc2cc3c(cc2s1)OCO3	-22%	?	-7%	1%	121%[activator]	?
20	O=C(CN1C(=O)NC2(CCCc3ccccc32)C1=O)N1CCCCC1 (stereo unspecified)	.	76	-14%	3%	-3%	5%
21	N#Cc1ccc2ccn(CC(=O)NCc3ccccc3)c2c1	-20%	-26	2%	-2%	1%	?
22	CCn1c(SCC(=O)Nc2cc(C)on2)nc2sc(C)c(C)c2c1=O	7%	?	6%	-4%	-16%	-11%
23	COc1ccc(/C=C2\N=C(c3ccc(C)cc3)OC2=O)cc1	8%	17	-19%	10%	-23%	22%
24	O=C(Nc1ccc(N2CCOCC2)cc1)Nc1ccc2nsnc2c1	-4%	-18	-1%	-2%	13%	0%
25	COc1ccc(N(C(=O)c2ccco2)S(=O)(=O)c2ccc(F)cc2)cc1	4%	70	0%	-4%	-9%	4%
26	Cc1nn(-c2ccc(N3CCCC3)nn2)c(C)c1CCC(=O)Nc1ccc(F)c(Cl)c1	.	?	1%	-8%	.	.
27	Cc1ccc(NC(=O)COC(=O)CCC(=O)c2cccs2)cc1	-2%	-1	-9%	-7%	-16%	?
28	O=C(NC1CCCCC1)c1ccc(Cn2cc(Br)cn2)o1	2%	62	4%	45µM*	7%	2%
29	Cc1ccc(-n2ncc3c(NCCC4=CCCCC4)ncnc32)cc1C	.	-4	-5%	-3%	.	.
30	CC(C)=C1C2CCC1C1C(=O)N(NC(=O)COc3ccc(Cl)c(C)c3)C(=O)C21 (stereo unspecified)	0%	45	-13%	-35%	-22%	10%
31	COc1cc(OC)c(NC(=O)Cn2cnc3sc(C)c(S(=O)(=O)N4CCOCC4)c3c2=O)cc1Cl	6%	18	0%	-8%	83%[activator]	2%
32	CCN(C(=O)CSc1nc2c(cnn2-c2ccccc2)c(=O)[nH]1)C1CCS(=O)(=O)C1 (stereo unspecified)	3%	-38	-4%	-16%	-18%	23%
33	Cc1onc(-c2c(F)cccc2Cl)c1C(=O)N(Cc1ccccc1)C(C)C	2%	.	-3%	13%	3%	?
34	O=C(O)CC(c1ccccc1)c1ccccc1	21%	9	-7%	4%	-10%	7%
35	O=C(N/N=C/c1cccc(Cl)c1Cl)Nc1ccccc1	-2%	62	-7%	7%	-21%	2%
36	CN(C)S(=O)(=O)c1ccc(Cl)c(NC(=O)COC(=O)C2CCCO2)c1 (stereo unspecified)	0%	5	1%	-1%	1%	20%
37	Cc1ccccc1CCNCc1cc2cccc(C)c2[nH]c1=O	3%	42	2%	-13%	-28%	-1%
38	COc1ccc(CNC(=O)C2CCCN(c3nccc(C)n3)C2)cc1 (stereo unspecified)	3%	-12	-2%	-3%	-5%	6%
39	CNC(=O)CCC(=O)Nc1ccc(C(=O)OC)cc1	0%	73	-4%	-5%	-17%	2%
40	Nc1c(N(CCC2=CCCCC2)C(=O)C2CC2)c(=O)[nH]c(=O)n1Cc1ccccc1	19%	-5	-1%	5%	51%	2%

Full records as entered above.
C=CCSc1nc(-c2ccc(OC)cc2)c(C#N)c(=O)n1CC=C reads Giardia FBPA inh = 9%; HCMV inh = ?; AmpC detergent = -9%; Sm TGR inh = 36%; AmpC no deterg = -16%; HCV inh = ?
CNC(=O)CCC(=O)Nc1ccc(C(=O)OC)cc1 reads Giardia FBPA inh = 0%; HCMV inh = 73; AmpC detergent = -4%; Sm TGR inh = -5%; AmpC no deterg = -17%; HCV inh = 2%

Next records follow.
No.	SMILES	Giardia FBPA inh	HCMV inh	AmpC detergent	Sm TGR inh	AmpC no deterg	HCV inh
41	C/C(CC(=O)Nc1cc(Cl)ccc1Cl)=N\NC(=O)c1ccco1	-18%	6	?	-2%	-23%	0%
42	Cc1cccc(C(=O)OCC(=O)NCCCc2ccccc2)c1O	9%	37	-8%	4%	-33%	11%
43	CCOC(=O)/C=C1\SCC(=O)N1CC(O)CN1C(=O)CS/C1=C\C(=O)OCC	5%	.	2%	-19%	-1%	-1%
44	CN(C)S(=O)(=O)c1cccc(C(=O)Nc2ccccc2C(=O)NC2CC2)c1	.	-12	.	.	-14%	-17%
45	Cc1cccc(NC(=O)CNC(=O)CNC(=O)Cc2ccccc2)c1	2%	0	-5%	0%	0%	24%
46	Cc1ccccc1C(=O)Nc1ccc(C(=O)N/N=C/c2ccccn2)cc1	5%	1	-12%	6%	-28%	-1%
47	O=C(NCCc1ccccc1)c1ccc2c(c1)N(Cc1ccc(F)cc1)C(=O)c1ccccc1S2	.	-31	-1%	14%	.	.
48	CCOc1cc2nc(-c3ccc(OC)c(OC)c3)nc(N3CCOCC3)c2cc1OC	21%	53	2%	33%	20%	?
49	COC(=O)c1ccc2c(=O)n(CCCCCC(=O)NC(C)C)c(=O)[nH]c2c1	3%	18&-26	6%&3%	6%&-9%	-3%	-5%
50	N#CCSc1nc2c(c(=O)n1Cc1ccccc1)C1(CCCC1)Cc1ccccc1-2	-3%	-13	0%	3%	-33%	?
51	COC(=O)c1c(C)oc(C)c1S(=O)(=O)NCc1cccs1	-10%	-60*	3%	-1%	-4%	9%
52	COc1cc(NC(=O)COC(=O)/C=C/c2ccc(O)c(OC)c2)cc(OC)c1	-1%	-32	-10%	-2%	-33%[11.4 µM]	-12%
53	COCCCNC(=O)c1ccc(CN2CCc3ccccc3C2)cc1	-2%	-14	0%	0%	-11%	-3%
54	O=C(O)c1ccc(N2CCS(=O)(=O)CC2)cc1	-3%	7	-8%	0%	-11%	6%
55	O=C(Cn1nnc(-c2ccccc2Cl)n1)NCc1ccc2c(c1)OCO2	8%	25	0%	3%	-19%	?
56	CCCn1cc(S(=O)(=O)CC(=O)N2CCc3ccccc32)c2ccccc21	-22%	62	-8%	-11%	-11%	-26%
57	COCCn1nnnc1C(c1cc2ccc(OC)cc2[nH]c1=O)N1CCc2ccccc2C1 (stereo unspecified)	?	17	-15%	45µM*	-23%	-8%
58	Cc1cc(/C(N)=N/OC(=O)c2ccccc2Cl)no1	0%	44	-2%	2%	-11%	17%
59	Cc1c(C(=O)O)sc(=S)n1-c1ccccc1	14%	-3	-16%	3%	-16%	-5%
60	O=C1CCN(Cc2ccc([N+](=O)[O-])cc2)CCN1[C@H](CO)Cc1ccccc1	7%	14	2%	1%	88%[activator]	-10%
61	CN1CCN(C(=O)COc2ccc(S(=O)(=O)N(C)Cc3ccccc3)cc2)CC1	12%	46	-7%	-6%	95%[activator]	-1%
62	COc1ccc(C(=O)N2CCN(Cc3cc(OC)c(O)c(OC)c3)CC2)cc1OC	?	28	-2%	8.9µM*	20%	-5%
63	COc1ccc(NC(=O)c2cccc(NC(=O)c3ccco3)c2)c(OC)c1	-1%	-27	?	0%	-18%	?
64	CCCCn1c(SCC(=O)NC2CC2)nc2ccccc2c1=O	.	-4	-14%	-17%	-6%	2%
65	O=C(NC1CCCCC1)N(C1=NCCCCC1)c1ccc(Br)cc1	5%	39	8%	6%	-23%	3%
66	O=C(CN1CCCN(Cc2ccc(Cl)cc2)S1(=O)=O)Nc1ccccc1F	.	?	-5%	-3%	.	.

Looked up above.
Reading of compound 62 under AmpC detergent: -2%
Reading of compound 61 under AmpC detergent: -7%
Reading of compound 64 under AmpC detergent: -14%
Reading of compound 65 under HCV inh: 3%

Screening data deposited in PubChem BioAssay by National Center for Advancing Translational Sciences (NCATS).
